Assay outcomes: PubChem, several laboratories
TPT1 inhibitor – blocks Candida albicans tRNA 2'-phosphotransferase; recombinant caTPT1, FP RNA substrate dephosphorylation; inhibition, % at 5 µM; 300,000 tested, 0.81% active; AID 1962;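 active means inhibition above the mean of all tested compounds plus 3 SD, set per screening campaign, cut at about 24% in these data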;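 further: plate controls were DMSO alone for no effect and ferristatin control at 100 nM for full effect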
PREPL inhibitor – inhibitors of human prolyl oligopeptidase-like enzyme PREPL; 320,000 tested, 0.68% active; Q4J6C6; inhibition, % at 5.96 µM; recombinant PREPL, fluorescence polarization activity-based probe; in the data active means inhibition above about 43%;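 further: 0% = enzyme with DMSO and 100% = wells lacking enzyme; many of its hits are not listed in these tables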
Target sequence (Q4J6C6 whole entry, looked up): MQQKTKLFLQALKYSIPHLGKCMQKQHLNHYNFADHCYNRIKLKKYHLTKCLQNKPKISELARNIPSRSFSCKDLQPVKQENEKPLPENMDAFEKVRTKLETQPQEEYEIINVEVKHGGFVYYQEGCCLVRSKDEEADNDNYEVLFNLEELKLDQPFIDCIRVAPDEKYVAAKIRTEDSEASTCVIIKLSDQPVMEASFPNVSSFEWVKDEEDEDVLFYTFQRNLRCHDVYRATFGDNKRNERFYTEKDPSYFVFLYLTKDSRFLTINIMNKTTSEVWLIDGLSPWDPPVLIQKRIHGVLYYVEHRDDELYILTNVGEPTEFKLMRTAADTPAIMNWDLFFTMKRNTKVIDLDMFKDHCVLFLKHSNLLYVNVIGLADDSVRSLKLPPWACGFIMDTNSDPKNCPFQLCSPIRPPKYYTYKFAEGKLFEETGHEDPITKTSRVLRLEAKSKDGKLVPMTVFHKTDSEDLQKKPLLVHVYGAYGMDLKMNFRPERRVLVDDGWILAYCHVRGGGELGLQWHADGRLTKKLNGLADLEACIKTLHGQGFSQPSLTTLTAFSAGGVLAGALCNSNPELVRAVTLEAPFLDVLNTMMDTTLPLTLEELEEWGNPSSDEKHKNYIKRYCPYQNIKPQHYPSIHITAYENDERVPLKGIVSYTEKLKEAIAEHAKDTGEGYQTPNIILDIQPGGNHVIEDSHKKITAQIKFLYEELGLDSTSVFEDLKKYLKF
LYPLA2 counter – counter-screen for PME1 inhibitors: inhibitors of human LYPLA2; recombinant LYPLA2, FP-Rh probe fluorescence polarization; inhibition, % at 5.9 µM; 320,000 tested, 0.38% active; AID 2177;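 active means inhibition above the screen-wide mean plus 3 SD, limit set per campaign, cut at about 26% in these data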;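 further: 0% = LYPLA2 with DMSO and 100% = wells lacking LYPLA2 enzyme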
Efflux pump inh – blocks antifungal efflux pumps in multiplex yeast assay; 330,000 tested, 0.44% active; inhibition, % at 10 µM; S. cerevisiae Candida pump triplex, Nile Red efflux;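 active means plate passing quality check with inhibition over a set limit, or well fluorescence over plate mean plus 4 SD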;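 further: Nile Red retained in pooled yeast measured as flow cytometry median fluorescence; 0% = buffer negative control and 100% = Enniatin B positive control; higher means more Nile Red kept so more efflux inhibition; some compounds called inactive have numbers as strong as hits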
HCV core dimer – blocks dimerization of HCV core protein | TR-FRET GST/Flag-core106 dimerization, 1536-well | inhibition, % at 5 µM | 300,000 tested, 0.33% active;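 active means inhibition above the mean of all tested compounds plus 3 SD, set per screening campaign, cut at about 45% in these data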
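Assay system: tagged HCV core106 pair (GST and Flag); medium: KF-containing HEPES buffer, pH 7.45, DTT, CHAPS, BSA; also added: Eu donor and XL665 acceptor anti-tag antibodies; dosing: 5 µM single dose; timing: compound-protein-antibody incubation 4 h at 22.5 °C; signal: TR-FRET 671 and 617 nm emission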
PP1 inh – PP1-alpha (human) inhibition in PP5 counter-screen; P62136; purified PP1alpha, OMFP fluorescence; inhibition, % at 6.7 µM; 320,000 tested, 0.9% active; AID 2235;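 active means inhibition above the mean inhibition of all tested compounds plus 3 SD, computed separately for each screening campaign, cut at about 15% in these data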
Target sequence (P62136 whole entry, looked up): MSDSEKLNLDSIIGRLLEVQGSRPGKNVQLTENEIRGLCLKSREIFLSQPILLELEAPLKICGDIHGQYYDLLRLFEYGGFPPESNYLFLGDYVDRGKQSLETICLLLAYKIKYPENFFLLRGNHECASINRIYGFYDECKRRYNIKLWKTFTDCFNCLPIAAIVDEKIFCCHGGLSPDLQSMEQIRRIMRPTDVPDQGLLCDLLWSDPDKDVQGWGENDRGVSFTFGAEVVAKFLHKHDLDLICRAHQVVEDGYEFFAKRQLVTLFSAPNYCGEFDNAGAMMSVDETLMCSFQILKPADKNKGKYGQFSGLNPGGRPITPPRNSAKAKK
Fh CTSL1 inh – blocks F. hepatica cathepsin L1 in PFM18AAP counter-screen; inhibition, % at 5.96 µM; 300,000 tested, 0.49% active; recombinant F. hepatica cathepsin L1, Z-Leu-Arg-MCA fluorescence;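 active means inhibition above the mean of all tested compounds plus 3 SD, set per screening campaign, cut at about 17% in these data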;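 further: 0% = plate median of test compound wells and 100% = 1 µM Z-Phe-Ala-diazomethylketone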
JMJD2C inh – inhibitors of human GASC-1 (JMJD2C) demethylase. Q9H3R0. 330,000 tested, 0.069% active. inhibition, % at 2.35 µM. AID 2099. GST-JMJD2C(1-420) H3K9me3 demethylation, DELFIA europium;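 active means more than half of a compound's replicate wells show inhibition beyond 50%, single wells judged on their own value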;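 further: signal counts dimethyl H3K9 product captured on neutravidin plate; 0% = median of DMSO wells and 100% = 0.3 times that DMSO median; strong numbers were not always called active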
PP5 inh – blocks human protein phosphatase 5 activity. purified PP5c, OMFP substrate fluorescence. inhibition, % at 6.7 µM. 320,000 tested, 0.18% active. AID 1987;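 active means inhibition above the campaign's mean inhibition across all tested compounds plus 3 SD, cut at about 9.5% in these data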;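 further: 0% = DMSO only and 100% = 100 µM cantharidin control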
* marks the source's active call; other numbers are inactive results; i = inactive; / = not tested or not shown.

| structure | PP5 inh | TPT1 inhibitor | Fh CTSL1 inh | LYPLA2 counter | Efflux pump inh | PP1 inh | HCV core dimer | JMJD2C inh | PREPL inhibitor |
| --- | --- | --- | --- | --- | --- | --- | --- | --- | --- |
| Cc1ccc(C(C)C)c(OCC(=O)c2c(O)c3ccccc3oc2=O)c1 | 1.5 | 4 | -3 | -7 | 0.2 | -7 | 2 | 2 | -1 |
| COc1ccccc1-c1noc(CCCC(=O)NC2CCCC2)n1 | -2.0 | 2 | 2 | -2 | 0.1 | -2 | -1 | -7 | 4 |
| Cc1nc2ccccc2c(=O)n1/N=C/c1cccs1 | 2.6 | 2 | -1 | 2 | -0.2 | -2 | 3 | -14 | -1 |
| CN(C(=O)CCc1nc2ccccc2c(=O)[nH]1)C1CCS(=O)(=O)C1 (stereo not given) | 2.6 | / | / | -1 | 0.1 | -4 | / | -1 | 3 |
| COc1ccc(CNC(=O)COc2cc(=O)n(C)c3ccccc23)cc1 | 0.3 | -2 | 3 | -1 | 0.0 | -5 | 5 | 5 | -5 |
| Cc1ccc(C(=O)COC(=O)c2ccccc2N2C(=O)C3C4CCC(C4)C3C2=O)cc1C (stereo not given) | 1.4 | -3 | 0 | 3 | 0.1 | -7 | 7 | 2 | 12 |
| C=CCn1c(SCC(O)Cn2c3ccccc3c3ccccc32)nnc1-c1ccco1 (stereo not given) | 4.7 | -5 | -1 | 3 | 0.5 | 8 | 13 | 1 | 18 |
| Cc1c(C(=O)N2CCC(Cc3ccccc3)CC2)cccc1[N+](=O)[O-] | 1.2 | 3 | -2 | 1 | -0.1 | -2 | 6 | 41 | 11 |
| CNC(=O)N1c2ccccc2C=Cc2ccccc21 | 4.3 | 3 | -2 | 0 | -0.1 | -4 | -5 | 10 | -5 |
| COc1cccc(C=Nc2ccc(N3CCOCC3)cc2)c1O | -1.8 | -2 | -4 | -5 | 0.0 | -3 | 4 | 0 | 28 |
| C/C(=C\C(=O)c1ccc(F)cc1)NCc1ccc2c(c1)OCO2 | 1.6 | -3 | 10 | -5 | -0.1 | 1 | 4 | 3 | 25 |
| CC(C)(C)CNC(CO)C12CC3CC(CC(C3)C1)C2 (stereo not given) | -0.4 | 0 | -1 | 1 | 0.0 | -1 | -1 | 4 | 5 |
| O=C(c1ccccc1)N1CCN(C(=O)N2CCCCC2)CC1 | -1.1 | 2 | 0 | 0 | 0.0 | 2 | -3 | 1 | 0 |
| Cc1cc(N/N=C/c2cccc([N+](=O)[O-])c2)nc(-n2nc(C)cc2C)n1 | 1.2 | -3 | -5 | 3 | 0.1 | 4 | 2 | 9 | 13 |
| COC(=O)/C(=N/Nc1cccc(C)c1)N1CCCc2ccccc21 | 2.5 | 4 | 1 | 5 | 0.1 | -2 | 0 | i | 6 |
| CCCc1nc2oc3ccccc3c(=O)c2c(=O)n1CCCOC | 2.6 | 1 | -6 | -5 | 0.3 | -5 | -12 | -10 | -2 |
| CC1CC(Nc2ccccc2N)=CC(=O)O1 (stereo not given) | 2.5 | 2 | 0 | -1 | 1.2 | 0 | -1 | 3 | 16 |
| COC(=O)c1ccc(Cn2c(O)c(N=NC(N)=S)c3ccccc32)o1 | 3.4 | 0 | 8 | 11 | 0.0 | -1 | 20 | -3 | -2 |
| N#CCN1C(=O)NC2(CCCc3sccc32)C1=O (stereo not given) | 2.0 | -2 | 3 | 2 | 0.0 | 0 | 6 | -3 | 2 |
| Cc1ccc(C(=O)OCC(=O)NC(=O)Cc2ccccc2)c(O)c1 | 2.6 | -3 | -10 | 5 | -0.5 | -3 | -1 | -3 | 8 |
| Nn1c(SCC(=O)N2CCCCCC2)nnc1-c1ccco1 | -3.0 | / | / | -2 | -0.1 | -3 | / | 9 | 0 |
| CCn1c(SC(C)C(=O)Nc2ccc(N3CCOCC3)cc2)nnc1C1CC1 (stereo not given) | 1.9 | / | / | -8 | 0.1 | 0 | / | 4 | 15 |
| CCC/C(=N\NC(=O)C1CCCC1)c1ccccc1 | -1.5 | 2 | 0 | -2 | 0.1 | -2 | -3 | 6 | -4 |
| Cc1ccc(CN2CCN(/N=C/c3ccc(N(C)C)cc3)CC2)cc1 | 1.5 | -3 | 2 | 17 | -0.2 | 0 | -13 | -31 | 15 |
| COc1ccc(C(=O)c2c3ccc(OC)cc3[n+]([O-])n2Cc2ccc(C(N)=O)cc2)cc1 | 3.6 | 1 | -3 | 0 | -0.1 | -4 | -5 | 1 | 0 |
| CN(C)C(=O)CSc1nnc(CCCCCNC(=O)OC(C)(C)C)o1 | 2.7 | 2 | -3 | 4 | 0.2 | -6 | -1 | 4 | 15 |
| COc1ccc(CNC(=O)c2cnc(C)cn2)cc1 | -2.0 | 1 | -4 | -3 | 0.0 | -2 | 23 | 5 | 2 |
| CN1CCN(Cc2nc3ccccc3n2C)CC1CCO (stereo not given) | 1.6 | -2 | -1 | 8 | -0.1 | -4 | -1 | 4 | 14 |
| COc1ccc(NC(=O)CCCn2cnc3ccccc3c2=O)cc1 | 1.8 | -2 | 2 | 7 | -0.1 | -2 | -6 | -2 | 21 |
| Cc1c2n(c3ccccc13)CC/C2=N\O | -2.0 | -3 | -1 | 10 | 0.0 | -5 | -2 | 0 | 0 |
| CC(NC(=O)N(Cc1ccccc1)Cc1ccc2c(c1)OCO2)(C(F)(F)F)C(F)(F)F | 0.9 | -3 | -1 | 2 | -0.2 | 0 | -2 | -9 | -1 |
| CCc1nc(SCC(=O)N2CC(=O)Nc3ccccc32)c2c(C)c(C)sc2n1 | 3.8 | 1 | 1 | 3 | 0.0 | 0 | 5 | 23 | 3 |
| Cc1ccc(CNCc2ccc3c(c2)OCO3)c(C)c1 | 0.2 | 1 | 1 | 9 | -0.2 | -2 | 6 | -5 | -11 |
| O=C(Nc1cccnc1)OC1CCCC1 | 2.1 | -2 | -5 | 2 | 0.1 | -2 | 13 | 0 | 0 |
| Cc1ccc(-n2cnc3sc(C)c(C)c3c2=O)cc1 | 4.3 | 0 | -4 | 19 | 0.1 | 2 | -1 | -10 | -6 |
| CS(=O)(=O)c1ccccc1C(=O)Nc1ccc(-c2nc3ccccc3[nH]2)cc1 | 1.1 | 0 | 3 | 5 | 0.1 | -3 | -1 | -27 | 6 |
| COc1ccc(NCc2nnc(SCC#N)n2-c2ccccc2OC)cc1 | -1.1 | 3 | -1 | 2 | 0.1 | -3 | -3 | 5 | -3 |
| Cc1ccccc1C(=O)NC1CCN(Cc2nnnn2C2CCCC2)CC1 | 3.2 | 2 | 1 | 1 | 0.4 | -6 | -5 | 12 | 6 |
| CCC/C(O)=C1\C(=O)CCCC1=NC(C)C(=O)O (stereo not given) | 1.8 | -2 | 0 | -6 | 0.1 | -8 | -3 | 14 | -2 |
| O=C(COc1cccc(OC(F)F)c1)Nc1ccc(SC(F)F)cc1 | 4.1 | -1 | 4 | -4 | -0.1 | 3 | 2 | 1 | -18 |
| O=C1CCc2cc(S(=O)(=O)N3CCN(c4ccccc4)CC3)cc3c2N1CCC3 | -1.7 | 3 | -2 | -3 | -0.1 | -4 | 4 | 7 | -19 |
| CC(C)CCNC(=O)CN(C(=O)CCC(=O)Nc1ccccn1)c1ccc2c(c1)OCCO2 | 2.8 | 4 | -1 | 5 | -0.2 | 2 | -6 | -10 | 6 |
| CCON1C(=O)C(C)(C)N(OCC)C(=O)C1(C)C | -1.2 | 0 | -3 | 1 | -0.1 | -3 | -2 | -5 | 10 |
| COc1ccc(C2c3c(c(C)c(C)oc3=O)Oc3c(C)c(C)oc(=O)c32)cc1 | 1.6 | / | / | 4 | -0.1 | 3 | / | -3 | 14 |
| Cc1cc2cc3c(cc2nc1SCC(=O)O)CCC3 | -3.2 | 1 | 3 | 4 | -0.3 | -8 | 11 | -1 | -2 |
| CN(C)C(=O)c1cc(C(=O)c2ccc(C(F)(F)F)cc2F)c[nH]1 | 1.4 | -5 | -1 | -4 | -0.1 | -2 | -4 | -1 | 4 |
| COc1ccc(-n2ncc3c2CC(C)(C)CC3NC(=O)CCCN2CCCC2=O)cc1 (stereo not given) | 0.6 | -4 | 5 | 0 | 0.1 | 2 | -12 | 5 | 4 |
| Cc1ccc(NCC(=O)N/N=C/c2cccn2C)cc1 | 0.8 | 2 | 4 | -1 | 0.2 | -7 | 2 | -16 | 1 |
| COc1ccc(C2c3[nH]c4ccccc4c3CCN2C(=O)c2cn3ccccc3n2)c(F)c1 (stereo not given) | 5.4 | -3 | -1 | -5 | 0.3 | 6 | 9 | -17 | 5 |
| Cc1ccc(Cn2c(C(C)Nc3nc(-c4ccc(F)cc4)cs3)nc3cc(Cl)c(Cl)cc32)cc1 (stereo not given) | 2.1 | 0 | -2 | 0 | -0.2 | 4 | -1 | -5 | 6 |

Additional results.
| structure | PP5 inh | TPT1 inhibitor | Fh CTSL1 inh | LYPLA2 counter | Efflux pump inh | PP1 inh | HCV core dimer | JMJD2C inh | PREPL inhibitor |
| --- | --- | --- | --- | --- | --- | --- | --- | --- | --- |
| COCCNC(=O)C1CC(=O)N(C2CCCC2)C1 (stereo not given) | -0.3 | -3 | 0 | 4 | -0.2 | -3 | -5 | / | 6 |
| Cc1ccc(CC(CC(=O)O)C(=O)NCC23CC4CC(CC(C4)C2)C3)cc1 (stereo not given) | 2.1 | 6 | 0 | -3 | -0.2 | 7 | 6 | -1 | 3 |
| COc1ccc(Cl)c(NC(=O)C/C(C)=N/NC(=O)CCc2ccccc2)c1 | 2.4 | 2 | -1 | -4 | 0.0 | 1 | 7 | 0 | -13 |
| CCN(CC)S(=O)(=O)c1cc(NC(=O)C2CC(=O)N(Cc3ccccc3)C2)ccc1Cl (stereo not given) | 2.3 | / | / | 3 | -0.2 | 3 | / | 13 | -5 |
| COc1ccc(OC)c(CNC(=O)C(C)n2nc(C)c3c(C)n(-c4ccccc4)nc3c2=O)c1 (stereo not given) | 0.6 | -3 | -3 | 4 | 0.1 | -4 | 4 | -9 | -1 |
| COc1ccc(S(=O)(=O)N(CC(=O)O)c2ccc(C)cc2)cc1 | 0.6 | -1 | -2 | 7 | 0.0 | -3 | -9 | 4 | 0 |
| Cc1ccc(N2CCN(C3=NC(=O)/C(=C\c4cn[nH]c4-c4ccccc4)S3)CC2)cc1 | 5.7 | 1 | 6 | 3 | 0.3 | 7 | 24 | -1 | 29 |
| Cc1ccc(NC(=O)C/C(N)=N/O)cc1Cl | 2.0 | 0 | 0 | -1 | -0.1 | 2 | -4 | 3 | 8 |
| Cn1c(NC(=O)c2ccccc2)cc(=O)n(C)c1=O | 1.4 | 0 | -4 | -1 | 0.0 | -2 | 2 | -7 | -1 |
| Cc1cccc(C)c1NC(=S)NC(C)CCc1ccccc1 (stereo not given) | 1.4 | -3 | -1 | -10 | -0.2 | -2 | 7 | 0 | 1 |
| Cc1cccc(C(=O)Nc2ccc3c(c2)C(=O)N(CC(C)C)C3=O)c1 | 2.0 | -3 | 3 | 4 | -0.2 | -2 | 3 | 21 | 2 |
| O=C(CN1CCN(c2ccccn2)CC1)N(c1ccccc1)c1ccc2ccccc2c1 | 1.6 | -2 | 3 | -1 | 0.0 | 1 | 21 | 0 | -7 |
| CCN(c1ccccc1)S(=O)(=O)c1ccc(Cl)c(NC(=O)COC(=O)c2cccc(OC)c2O)c1 | 0.8 | -1 | 2 | -17 | -0.2 | 9 | 21 | 6 | 9 |

An excerpt, so the mix of outcomes need not match the whole.
